# Screening data from PubChem BioAssay.
# CHO-K1 Ca ag – nonselective activator or artifact in parental CHO-K1 cells | Fluo-8 calcium fluorescence; scaled to maximal ATP response, vehicle zero | activation, % at 3 µM | hit rate 0.48% among 360,000 | AID 602248; in the data active means activation above about 15%;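 further: untransfected CHO-K1 host cells lacking M1 receptor as counterscreen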
# CHO parental Ca – counter-screen: ATP calcium response change in parental CHO cells; parental CHO-K1, ATP-induced calcium, Fluo-8 fluorescence; inhibition, % at 5.6 µM; hit rate 0.63% among 330,000; AID 463079;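 active means inhibition above that plate's mean sample inhibition plus 3 SD, cut at about 26% in these data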;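 further: 0% = ATP-challenged DMSO wells and 100% = DMSO wells without ATP; some compounds past the cut are filed as inactive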
#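 Test system: parental CHO cells; detection: calcium-sensitive Fluo-8 fluorescence; evaluation: percent inhibition of calcium signal; also added: ATP as calcium-mobilizing challenge; repeats: one well per compound; control set: ATP-challenged DMSO wells low, unchallenged DMSO wells high; compound: single nominal dose of 5.6 µM per compound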
# TAAR1 antagonist – human TAAR1 antagonism; Q96RJ0; CHO RD-HGA16 TAAR1, Fluo-8 calcium fluorescence, antagonist; inhibition, % at 3 µM; hit rate 1.5% among 360,000; AID 624466;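 active means inhibition above a per-plate cutoff, the mean inhibition of test compounds on that plate plus 3 SD, cut at about 49% in these data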;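 further: 0% = DMSO plus EC80 beta-PEA response and 100% = DMSO alone without agonist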
#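 System: CHO RD-HGA16 cells bearing hTAAR1. Reagent: EC80 β-phenethylamine stimulus. Schedule: seeding 17-24 h prior, 75-min 37 °C, 30-min RT dye loading. Signal: Fluo-8 intracellular calcium dye fluorescence, real-time kinetic reads. Read-out: % inhibition from peak post-agonist over basal fluorescence ratio. Benchmarks: vehicle wells and EC80 agonist wells. Replicates: n of 1.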
# M1 ag – agonists of human M1 muscarinic receptor | P11229 | CHO-K1 hM1, Fluo-8 calcium fluorescence, agonist mode; 0% DMSO, 100% acetylcholine EC100 | activation, % at 3 µM | hit rate 0.33% among 360,000 | AID 588814;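 active means activation above the run's mean compound activation plus 3 SD, cut at about 16% in these data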;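 further: peak over basal fluorescence ratio within a 140 s kinetic read after compound addition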
# Target sequence (P11229 whole entry, looked up): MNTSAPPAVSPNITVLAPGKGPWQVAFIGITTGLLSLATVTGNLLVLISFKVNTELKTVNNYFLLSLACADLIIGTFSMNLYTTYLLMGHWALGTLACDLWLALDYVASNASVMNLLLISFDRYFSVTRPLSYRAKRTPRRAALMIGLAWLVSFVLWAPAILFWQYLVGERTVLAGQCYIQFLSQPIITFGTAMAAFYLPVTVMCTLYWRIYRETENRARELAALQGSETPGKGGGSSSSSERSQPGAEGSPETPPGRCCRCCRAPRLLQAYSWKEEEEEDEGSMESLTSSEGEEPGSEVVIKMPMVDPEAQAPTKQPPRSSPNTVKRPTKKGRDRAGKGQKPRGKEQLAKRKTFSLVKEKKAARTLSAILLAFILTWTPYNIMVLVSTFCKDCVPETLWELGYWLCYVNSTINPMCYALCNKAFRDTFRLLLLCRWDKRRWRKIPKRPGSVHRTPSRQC
# M1 PAM parental – counter-screen for M1 PAMs: effect in parental CHO-K1 cells; ATP EC20, Fluo-8 calcium fluorescence; 0% at ATP EC20, 100% at ATP max; activation, % at 3 µM; hit rate 0.02% among 360,000; AID 602247;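 active means activation above the run cutoff, the mean activation of all test compounds plus 3 SD, cut at about 40% in these data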;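 further: peak over basal fluorescence ratio in a 140 s read after ATP addition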
# CHO-K1 Ca antag – counter-screen for M1 antagonists: effect in parental CHO-K1 cells; ATP-induced calcium, Fluo-8 fluorescence; hit rate 0.6% among 360,000; AID 602250; inhibition, % at 3 µM;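 active means inhibition above a per-plate cutoff, the plate's mean sample inhibition plus 3 SD, cut at about 24% in these data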;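 further: 0% = DMSO plus EC80 ATP and 100% = DMSO alone without ATP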
# CHRM1 antagonist – human CHRM1 antagonism; inhibition, % at 3 µM; hit rate 1.3% among 360,000; CHO-K1 hM1, Fluo-8 calcium fluorescence, ACh EC80 antagonist;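 active means percent inhibition above its own plate's cutoff, namely the mean of that plate's compound wells plus 3 SD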;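 further: peak over basal fluorescence ratio during 140 s after agonist addition; 0% = ACh EC80 plus DMSO and 100% = DMSO alone without agonist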
# TAAR1 agonist – human TAAR1 agonism | Q96RJ0 | CHO RD-HGA16 TAAR1, Fluo-8 calcium fluorescence; vehicle wells 0%, saturating PEA agonist 100% | activation, % at 3 µM | hit rate 0.99% among 360,000 | AID 624467;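 active means activation above the mean activation of all test compounds in the run plus 3 SD, cut at about 38% in these data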
#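 Test system: RD-HGA16 (CHO) cells co-expressing Gα16 and hTAAR1 / Benchmarks: DMSO vehicle as 0%, PEA at EC100 as 100% / Repeats: no replicates (n 1) / Measure: % activation from peak over basal fluorescence ratio, DMSO-to-PEA scaled / Timing: 17-24 h plating, Fluo-8 75 min 37 °C, 30 min RT / Technique: kinetic Fluo-8 calcium fluorescence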
# OXTR potentiate – human OXTR potentiation | AID 2445 | CHO-OTR cells, Fluo-8 calcium fluorescence, potentiator mode; 0% = oxytocin EC15, 100% = EC100 | activation, % at 3 µM | P30559 | hit rate 0.061% among 320,000;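 active means activation above that plate's cutoff, the mean activation of tested compounds plus 3 SD, cut at about 6.6% in these data, passing the limit was not always enough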;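 further: 100% uses oxytocin at 75 nM as the full agonist control; some results filed as inactive read as strong as hits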
# Target sequence (P30559 whole entry, looked up): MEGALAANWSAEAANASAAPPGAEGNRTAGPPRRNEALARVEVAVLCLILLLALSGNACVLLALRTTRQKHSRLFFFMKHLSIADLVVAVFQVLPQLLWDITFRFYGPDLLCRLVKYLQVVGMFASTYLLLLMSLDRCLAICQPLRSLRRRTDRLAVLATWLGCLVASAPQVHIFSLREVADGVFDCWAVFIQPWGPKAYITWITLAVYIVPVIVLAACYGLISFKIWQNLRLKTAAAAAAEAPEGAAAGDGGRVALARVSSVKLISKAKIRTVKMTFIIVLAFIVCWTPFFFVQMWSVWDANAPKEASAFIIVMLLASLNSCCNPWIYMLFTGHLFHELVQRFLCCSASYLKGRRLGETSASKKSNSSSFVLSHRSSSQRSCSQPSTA
#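 Replication – single well per compound, singlicate · Assay system – CHO cell line stably expressing human OTR · Timing – 6 min pre-incubation, 100 s read · Measure – normalized max/min fluorescence ratio, % activation · Doses – 3.0 µM, one dose · Detection – Fluo-8 calcium dye fluorescence · Probe or stimulus – oxytocin near EC15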
# The depositor's hits bear a star; . = no result given. The order is random. About 4.2% of those tested had a hit in this group.
SMILES,CHO-K1 Ca ag,CHO parental Ca,TAAR1 antagonist,M1 ag,M1 PAM parental,CHO-K1 Ca antag,CHRM1 antagonist,TAAR1 agonist,OXTR potentiate
COC(=O)c1sccc1NC(=O)C1CCCCC1C(=O)O (configuration not stated),0.2,-17,21,-1,18,-22,-14,-1,0
CN(Cc1nccn1C)C(=O)c1ccc2nc(Cc3ccccc3F)oc2c1,1.5,-3,-20,-6,6,-12,48*,1,-16
NS(=O)(=O)c1ccc(NC(=O)C(=O)NCCC(=O)O)cc1,0.8,-1,-4,-1,-1,-5,-8,0,2
COC(=O)CSc1nc(N)nc(C)c1Cl,-0.3,-8,-4,-9,-1,7,6,2,2
CC(=O)c1ccc(N(C)C)cc1,0.5,-6,4,-3,19,-2,-6,8,-10
COc1ccccc1OCc1ccc(C(=O)N2CCOCC2)o1,0.6,-9,10,-6,12,-3,-8,1,-12
O=C(c1cnccn1)N(c1ccccc1)C1(C(=O)NC2CCCC2)CCCCC1,0.2,-1,10,-2,11,-9,0,19,-12
COc1cc2nc3n(c(=O)c2cc1OC)-c1cc2ccccc2cc1C(=O)NC3Cc1ccccc1 (configuration not stated),3.4,.,20,2,8,3,-7,6,.
CN(C)CC(C)(C)CNC(=O)c1cc(Br)cc(Br)c1O,0.0,12,17,-16,3,-10,1,-1,-14
CCOC(=O)/C(=N\Nc1cccc(Cl)c1)Sc1nnc(-c2ccc(OC)cc2)n1C,-0.3,-10,-22,-6,7,6,-9,-2,-8
CCOC(=O)Cn1c(-c2ccc(Cl)nc2)nc2ccccc21,0.9,-12,-6,-7,17,-5,-9,3,-5
COc1ccc(NC(=O)c2oc3ccccc3c2NC(=O)C2CC2)c(OC)c1,0.0,-13,1,1,4,-3,-10,0,-7
COc1ccc(N2C(=O)CN(Cc3ccc(OC)c(OC)c3)C2=S)cc1,7.8,-3,31,-1,1,-1,5,154*,-23
O=C(c1cccc(NS(=O)(=O)c2ccc(Br)cc2)c1)N1CCN(c2ccccc2O)CC1,2.7,.,8,-2,15,-14,-6,8,.
Cc1ccc(CN2C(=O)/C(=C\c3ccc(C(=O)NCc4cccnc4)cc3)Oc3ccccc32)cc1,.,-13,-17,.,.,.,.,4,0

# (continued)
SMILES,CHO-K1 Ca ag,CHO parental Ca,TAAR1 antagonist,M1 ag,M1 PAM parental,CHO-K1 Ca antag,CHRM1 antagonist,TAAR1 agonist,OXTR potentiate
O=C(CCNC(=O)c1ccc(Br)cc1)Nc1ccc(S(=O)(=O)Nc2ncccn2)cc1,0.5,-3,-12,-3,-5,0,-1,2,5
CCCCN(C(=O)COC(=O)c1ccc(C)s1)c1c(N)n(CCC)c(=O)[nH]c1=O,0.8,0,-12,-2,9,-8,-18,2,-5
CCC1Oc2ccccc2N(CC(=O)NC2CCCC2)C1=O (configuration not stated),-0.3,-16,0,-12,-8,0,1,-4,1
O=C(CNC(=O)c1ccncc1)N/N=C/c1ccccn1,0.6,5,-2,0,9,-4,-3,1,-4
COc1ccc(-c2nn(-c3ccccc3)cc2/C=N/NC(=O)c2cccc(S(=O)(=O)Nc3ccccc3Cl)c2)cc1,0.8,-7,7,-10,20,-7,-1,0,-3
Cc1ccc(OCC(=O)NCc2cccs2)cc1,1.1,-6,5,-6,25,-3,-4,3,2
Cc1ccc(CNC(=O)Cn2nnc(C(=O)Nc3cc(C)ccc3C)c2N)cc1,1.1,18,-9,-1,10,-11,0,2,-6
O=C(Nc1ccc2c(c1)CCC2)c1cnn2c1NC(c1ccco1)CC2C(F)(F)F (configuration not stated),-0.1,-7,13,-1,12,-7,-1,-2,-18
CCOC(=O)C1CCCN(C(=O)c2ccc(CS(=O)(=O)c3ccc(Br)cc3)o2)C1 (configuration not stated),2.8,-11,-20,14,22,-11,-9,3,-4
CC1CCN(Cc2c(C(=O)N/N=C/c3ccc(C(F)(F)F)cc3)nnn2-c2nonc2N)CC1,-0.3,-23,8,1,11,-6,-5,-3,-8
CC(=O)Nc1cccc(NC(=O)CSc2ncc(-c3ccccc3)[nH]2)c1,0.1,8,-7,0,11,-10,2,4,-4
Cc1ccc(S(=O)(=O)N2CCC(C(=O)N[C@@H](C)C(=O)NC3CCCCC3)CC2)cc1,0.1,-3,-22,1,6,-4,-5,1,-15
CCc1nc2c(OCc3ccc(S(C)(=O)=O)cc3)cccn2c1N(C)C(=O)c1ccccc1F,3.2,.,-10,-5,13,2,-10,0,.
CC(=O)N(C)c1ccc(C(O)(C(F)(F)F)C(F)(F)F)cc1,1.0,-3,18,-3,8,-20,5,2,-7
O=C(O)/C=C/c1ccc2c(-c3ccccc3)onc2c1,0.9,-3,-11,-5,11,-2,-8,8,-2

# More structures follow.
SMILES,CHO-K1 Ca ag,CHO parental Ca,TAAR1 antagonist,M1 ag,M1 PAM parental,CHO-K1 Ca antag,CHRM1 antagonist,TAAR1 agonist,OXTR potentiate
Cc1cc(C)cc(N(CC(=O)N2CC=C(c3ccccc3)CC2)S(=O)(=O)c2c(C)noc2C)c1,0.2,17,0,-3,6,5,1,-2,-8
O=C(CCn1c(=O)oc2ccc(Cl)cc21)NCCCN1CCOCC1,0.8,-3,-4,-1,14,-9,-9,1,-2
CCC(=O)Nc1cccc(C(=O)Nc2nccs2)c1,0.7,-7,-2,-4,-8,-6,12,2,-16
COc1ccccc1NC(=O)CSc1nnc(Cc2cccn2C)n1-c1ccc(F)cc1,0.5,-18,-1,-1,0,-4,-6,2,-16
COC(=O)CCCn1cc(CN(C)C2CN(Cc3cn(CCCC(=O)OC)nn3)S(=O)(=O)C2)nn1 (configuration not stated),0.1,.,2,.,5,-6,.,0,.
C1=CN2CCC1C(c1ccccc1)C2 (configuration not stated),-0.4,-9,-13,50*,2,7,73*,18,-3
COc1ccc(OC(=O)C2CC(=O)N(c3ccc(C)cc3)C2)cc1 (configuration not stated),0.1,-4,-13,-4,15,1,-8,-1,-2
CCCC/C(C)=N/NC(=O)C(=O)NCCc1ccccc1,0.8,8,-1,-3,-7,10,8,9,-6
CCCS(=O)(=O)N1CCN(S(=O)(=O)c2ccccc2[N+](=O)[O-])CC1,.,-1,-14,.,.,.,.,2,-9
COc1cc(OC)c2c(-c3cccc(-c4ccc(NC(C)=O)cc4)c3)cc(=O)oc2c1,-0.2,-13,-3,-3,13,-17,-5,3,.
CCN(CC)S(=O)(=O)c1ccc(NC(=O)C(C)N(c2ccc(OC)cc2)S(C)(=O)=O)cc1 (configuration not stated),1.4,-12,6,6,-3,-20,-3,8,-11
CC1=C(C(=O)N(C(C)C)C(C)C)CC(CC(=O)NCCc2ccccn2)C(=O)N1Cc1ccc(F)cc1 (configuration not stated),-0.2,.,-36,10,-5,13,-3,38*,.
CCOC(=O)C(C)Oc1c(Br)cc(C2NC(=O)NC(C)=C2C(C)=O)cc1OCC (configuration not stated),1.4,-23,12,-6,7,-25,10,1,-10
CC(Oc1ccccc1)C(=O)Nc1nc(-c2ccccn2)cs1 (configuration not stated),0.7,.,7,0,-27,16,-3,4,.
Cc1oc2ccccc2c1CNC(=O)N(C)C,0.8,-9,-39,1,15,-5,-1,-1,-6

# More records.
SMILES,CHO-K1 Ca ag,CHO parental Ca,TAAR1 antagonist,M1 ag,M1 PAM parental,CHO-K1 Ca antag,CHRM1 antagonist,TAAR1 agonist,OXTR potentiate
Cc1cc(SCC(=O)N/N=C/c2ccccc2C(=O)O)c(C)cc1Br,-0.2,0,-13,2,-17,10,-1,0,-3
COC(=O)c1cccc(NC(=O)CCc2ccccc2)c1,0.9,-14,6,-1,14,8,-5,2,4
CC1(C)C=C(c2ccc(C=O)s2)CC(C)(C)N1,0.7,9,-5,-2,21,-5,-19,10,-4
Cc1ccc(CCP(=O)(O)CN2CCOCC2)cn1,0.3,-4,4,-1,8,-5,-5,1,5
CSc1cccc(NC(=O)C(C)C)c1,-0.3,-4,9,-8,3,6,-2,-1,1
O=C(OCc1nnc(-c2ccccc2)o1)C1CC(=O)N(Cc2ccco2)C1 (configuration not stated),0.2,-6,11,-4,-5,-1,2,0,-3
C=CCOc1ccccc1CN1CCSCC1,0.3,-7,8,-8,17,-13,-3,8,0
Cc1ccc(C2=NN=C(NC(=O)CSc3nnc4c5ccccc5n(C)c4n3)SC2)cc1,-0.7,-33,.,-7,-14,21,-7,.,-6
COc1ccc(-c2cc3ccccc3n2CC(O)CNCCO)cc1 (configuration not stated),0.7,-6,11,-2,15,0,2,6,-4
C=CCN1C(=O)NC2(CCCCC2)C1=O,0.5,-9,2,-5,10,-6,-7,6,-5
COc1ccc(CC(C#N)(CO)c2nc3ccccc3[nH]2)cc1 (configuration not stated),0.0,-16,-17,-5,7,-1,-14,4,-6
NC(=S)N/N=C1\CC(n2nnn(-c3cccc(Cl)c3)c2=S)C2COC1O2 (configuration not stated),-0.2,-11,-13,-4,7,-9,2,4,-26
CC1=NN(C(=O)c2ccc(Cn3nc(C)c([N+](=O)[O-])c3C)o2)C(O)(C(F)(F)F)C1 (configuration not stated),1.7,-9,-12,-8,-2,1,-2,2,-11
Cc1cc(C)n(CCO)c(=O)n1,0.6,10,14,-3,8,-13,3,11,-2
O=C(CN1C(=O)c2ccccc2S1(=O)=O)NC1CC2CCC1C2 (configuration not stated),-0.1,-8,-5,2,17,9,-13,1,-2

# Remaining list, next part
SMILES,CHO-K1 Ca ag,CHO parental Ca,TAAR1 antagonist,M1 ag,M1 PAM parental,CHO-K1 Ca antag,CHRM1 antagonist,TAAR1 agonist,OXTR potentiate
O=C1NC[C@H](Cc2ccccc2)N(CC2CCN(CC3CCCC3)CC2)C1=O,0.0,.,1,-6,8,-2,-13,2,.
COc1ccc(S(N)(=O)=O)cc1C(=O)NCCCN1CCN(c2cccc(Cl)c2)CC1,-0.1,-6,1,-5,6,0,4,-2,-1
CCN(CC)C(=O)Oc1ccc(Br)cc1C(=O)Nc1ccc(F)c(Cl)c1,1.6,-21,-8,-6,13,-2,9,0,2
C=CCc1cc(Cl)ccc1OCCn1ccnc1,0.5,-17,7,-7,-13,7,6,3,-4
C=CCOc1ccc(CN(C)Cc2nc3cc(C(F)(F)F)ccc3c(=O)[nH]2)cc1,0.5,2,-21,-5,16,-22,-4,4,-8
CN(C)CCCNC(=O)C[C@H]1C[C@H](C(=O)N2CCOCC2)[C@@]2(C)c3[nH]c4ccc(Cl)cc4c3CCN2C1=O,0.4,-14,-12,-6,22,-17,-11,6,.
Nc1ccccc1Oc1c(F)c(F)c(Oc2ccccc2N)c(F)c1F,-0.1,4,19,-3,10,1,0,1,-15
